Source: PubChem BioAssay (National Center for Advancing Translational Sciences (NCATS))
N370S GC: N370S glucocerebrosidase modulation, Gaucher chaperone candidate | P04062 | N370S GC spleen homogenate, 4MU-glucoside fluorescence | Potency, µM (top dose mostly 59.4 µM), inactives show at the top dose activity change, negative = inhibition, most hits filed as inhibitors | 330,000 compounds, 0.092% hits;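 also: 0% = full enzyme activity and -100% = no enzyme basal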
FEN1 inh: inhibitors of human flap endonuclease 1 | P39748 | Recombinant FEN1 flap cleavage, fluorescence, 15 min | Potency, µM (titrated, usually from 114 µM), inactives show at the highest dose activity change, negative = inhibition, most hits filed as inhibitors | 390,000 compounds, 0.35% hits | AID 588795; also: nearly all actives have a fitted effect of over 65% in size
Target sequence (P39748 whole entry, looked up): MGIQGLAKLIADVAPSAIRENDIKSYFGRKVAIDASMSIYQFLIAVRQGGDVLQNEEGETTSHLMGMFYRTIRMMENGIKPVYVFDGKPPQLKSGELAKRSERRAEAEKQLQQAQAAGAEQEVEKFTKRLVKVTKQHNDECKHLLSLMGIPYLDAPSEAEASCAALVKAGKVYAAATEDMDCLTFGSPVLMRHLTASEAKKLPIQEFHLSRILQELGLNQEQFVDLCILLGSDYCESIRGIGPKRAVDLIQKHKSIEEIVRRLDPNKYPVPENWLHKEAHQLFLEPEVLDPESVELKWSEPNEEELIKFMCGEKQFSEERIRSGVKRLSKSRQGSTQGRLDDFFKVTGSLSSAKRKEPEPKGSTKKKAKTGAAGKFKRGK
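Compounds are tested as a concentration series against 10 nM FEN1; after a 15 min room-temperature preincubation, 50 nM substrate starts cleavage, with plate reads at 0 and 15 min. Normalized responses are fitted by a Hill equation.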
TDP1 block: blocks human tyrosyl-DNA phosphodiesterase 1. Potency, µM (series often up to 130 µM), without a hit: at the top dose activity change, negative = inhibition, usual class: inhibitors. Q9NUW8. recombinant TDP1, AlphaScreen DNA substrate cleavage. 350,000 compounds, 0.28% hits; also: nearly all actives have a fitted effect of over 40% in size
Target sequence (Q9NUW8 whole entry, looked up): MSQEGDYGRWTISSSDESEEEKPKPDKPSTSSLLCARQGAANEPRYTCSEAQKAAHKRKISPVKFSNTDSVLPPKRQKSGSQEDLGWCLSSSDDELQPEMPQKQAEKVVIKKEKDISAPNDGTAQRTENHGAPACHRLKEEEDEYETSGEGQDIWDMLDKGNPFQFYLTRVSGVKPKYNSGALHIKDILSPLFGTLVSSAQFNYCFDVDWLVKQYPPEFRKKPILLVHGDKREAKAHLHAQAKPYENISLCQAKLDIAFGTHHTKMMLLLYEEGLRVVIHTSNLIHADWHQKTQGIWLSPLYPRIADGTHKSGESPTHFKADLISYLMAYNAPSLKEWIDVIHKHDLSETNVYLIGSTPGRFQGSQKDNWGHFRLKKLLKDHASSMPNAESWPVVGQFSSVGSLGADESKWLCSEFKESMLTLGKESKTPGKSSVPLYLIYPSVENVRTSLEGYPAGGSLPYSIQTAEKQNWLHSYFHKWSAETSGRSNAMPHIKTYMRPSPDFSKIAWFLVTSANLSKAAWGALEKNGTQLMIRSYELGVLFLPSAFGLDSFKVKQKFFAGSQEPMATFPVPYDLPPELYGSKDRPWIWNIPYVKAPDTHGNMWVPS
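Enzyme-compound mixtures sat 15 min at room temperature, followed by a 5 min reaction with 15 nM final substrate and 10 min with AlphaScreen beads. Recombinant human Tdp1 was used at 1 nM final.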
The depositor's hits bear a star; ? = inconclusive; / = no result given; [ ] = dose if it differs, or a comment. Calls follow the shape of the dose curve; as a rule, active = well fitted curve in the direction sought with a large enough effect; inconclusive = small, poorly fitted or top-dose-only effect, or another doubt; inactive = no such curve, though single readings can be large; an effect the other way counts as inactive or inconclusive. Unless noted, % is scaled to controls: 0 for no effect and ±100 for the full control effect; potency is read from the fitted curve at half-maximal effect.

SMILES	N370S GC	FEN1 inh	TDP1 block
CCOC(=O)c1sc(NC(C)=O)nc1-c1ccccc1	5%[12.8 µM]	-6%	0%
O=C(COc1ccccc1)NCC(c1ccco1)N1CCCCC1 (stereo not given)	-18%	-2%	/
C=CCOc1ccc(C(c2c(C(=O)O)[nH]c3ccccc23)c2c(C(=O)O)[nH]c3ccccc23)cc1	?	-4%	/
Cc1cc(C)c(S(=O)(=O)N2CCCC2CNC(=O)c2ccc3c(c2)OCO3)c(C)c1 (stereo not given)	-9%	-7%	/
Cc1ccc(Cn2c(O)c(N=NC(=S)Nc3ccccc3F)c3ccccc32)cc1	1%	-14%	11%
COc1cccc(C(=O)NC2=NC(c3ccc(N(C)C)cc3)CC(=O)N2)c1 (stereo not given)	/	-1%	6%
Cc1ccc(C(=O)N2N=C(c3ccccc3)CC2(O)C(F)(F)F)o1 (stereo not given)	?	0%	0%
CCOc1ccc(NC(=O)CN(C)C(=O)CCCOc2ccc(Cl)c(C)c2)cc1OCC	-12%	-16%	0%
O=C(Nn1c(-c2ccc(Br)cc2)nc2ccccc2c1=O)c1ccncc1	-10%	-2%	2%
COc1ccc(N2CCN(C(=O)c3oc4ccccc4c3NC(=O)Cc3ccc(OC)c(OC)c3)CC2)cc1	-10%	-19%	12%
CC(C)Cn1c(N)c(C(=O)COC(=O)C2CC(=O)N(Cc3ccccc3Cl)C2)c(=O)n(C)c1=O (stereo not given)	-16%	2%	-1%
Cc1c(Cl)c(C(=O)N2CCCc3ccccc32)nn1C	11%	-3%	4%
N/C(=N\NC(=O)c1ccc(F)cc1)c1cc2ccccc2oc1=O	3%	-19%	-2%
Cc1ccccc1C(=O)Nc1ccnn1C1CCN(C2CCSCC2)CC1	2%	-2%	3%
CCCn1c(SCC(=O)c2c(N)n(C3CC3)c(=O)[nH]c2=O)nnc1-c1ccncc1	/	2%	0%
CC(C)(C)OC(=O)NCCCCCc1nnc(SCc2c(F)cccc2Cl)o1	5%	7%	/
Cc1ccc2nc(CN3CCN(S(=O)(=O)c4ccccc4)CC3)oc2c1	/	-2%	-1%
COc1cc(CCC(=O)Nc2nnc(-c3cccnc3)s2)cc(OC)c1OC	-5%	-6%	0%
COc1ccc(NC(=O)CSc2ncc3c(n2)-c2ccccc2N(Cc2ccc(C)cc2)S3(=O)=O)cc1Cl	/	10%	-4%
O=C(CC(C(=O)O)P(=O)(c1ccccc1)c1ccccc1)c1ccccc1 (stereo not given)	25%	19%	0%

Part of the list above in order of length of the SMILES, smallest number first:
SMILES	N370S GC	FEN1 inh	TDP1 block
CCOC(=O)c1sc(NC(C)=O)nc1-c1ccccc1	5%[12.8 µM]	-6%	0%
Cc1c(Cl)c(C(=O)N2CCCc3ccccc32)nn1C	11%	-3%	4%
O=C(COc1ccccc1)NCC(c1ccco1)N1CCCCC1 (stereo not given)	-18%	-2%	/
Cc1ccccc1C(=O)Nc1ccnn1C1CCN(C2CCSCC2)CC1	2%	-2%	3%
N/C(=N\NC(=O)c1ccc(F)cc1)c1cc2ccccc2oc1=O	3%	-19%	-2%
COc1cc(CCC(=O)Nc2nnc(-c3cccnc3)s2)cc(OC)c1OC	-5%	-6%	0%
O=C(Nn1c(-c2ccc(Br)cc2)nc2ccccc2c1=O)c1ccncc1	-10%	-2%	2%
O=C(CC(C(=O)O)P(=O)(c1ccccc1)c1ccccc1)c1ccccc1 (stereo not given)	25%	19%	0%
COc1cccc(C(=O)NC2=NC(c3ccc(N(C)C)cc3)CC(=O)N2)c1 (stereo not given)	/	-1%	6%
CCOc1ccc(NC(=O)CN(C)C(=O)CCCOc2ccc(Cl)c(C)c2)cc1OCC	-12%	-16%	0%
CCCn1c(SCC(=O)c2c(N)n(C3CC3)c(=O)[nH]c2=O)nnc1-c1ccncc1	/	2%	0%
COc1ccc(N2CCN(C(=O)c3oc4ccccc4c3NC(=O)Cc3ccc(OC)c(OC)c3)CC2)cc1	-10%	-19%	12%
CC(C)Cn1c(N)c(C(=O)COC(=O)C2CC(=O)N(Cc3ccccc3Cl)C2)c(=O)n(C)c1=O (stereo not given)	-16%	2%	-1%
COc1ccc(NC(=O)CSc2ncc3c(n2)-c2ccccc2N(Cc2ccc(C)cc2)S3(=O)=O)cc1Cl	/	10%	-4%
C=CCOc1ccc(C(c2c(C(=O)O)[nH]c3ccccc23)c2c(C(=O)O)[nH]c3ccccc23)cc1	?	-4%	/

(more compounds)
SMILES	N370S GC	FEN1 inh	TDP1 block
Cc1ccsc1C(=O)Nc1cccc(-n2cnnn2)c1	0%	-16%	6%
COc1ccc(NC(=O)c2cc(C)no2)cc1	-4%	-4%	/
CCCCn1c(N)c(N(CCC(C)C)C(=O)c2ccc(COc3ccccc3)o2)c(=O)[nH]c1=O	-1%	0%	-3%
O=C(Cc1ccccc1)Nc1ccccc1C(=O)NCC1CCCO1 (stereo not given)	-2%	0%	-4%
COc1ccc2cc(C3(C)NC(=O)NC3=O)ccc2c1 (stereo not given)	-4%	3%	6%
Cc1ccc(C(=O)N2CCN(c3ncnc4c(-c5ccccc5)nsc34)CC2)cc1	-8%	/	-8%
CC(C)CC(=O)Nc1cc(NC(=O)CC(C)C)cc(C(=O)NC(C)(C)C)c1	27%	-2%	5%
O=C(Nc1ccc(-c2nc3cc(Cl)ccc3o2)cc1)c1cc2ccccc2o1	/	12%	4%[12.3 µM]
COc1ccc(N2CCN(C(=O)CN3C(=O)COc4ccc(S(=O)(=O)N5CCC(C)CC5)cc43)CC2)cc1	/	-8%	9%
O=C(CN1C(=O)CSc2ccc(S(=O)(=O)N3CCOCC3)cc21)N1CCCCC1	4%	1%	1%
CCOC(=O)C(NC(=O)c1ccccc1)(N1CCOCC1)C(F)(F)F (stereo not given)	-8%[2.35 µM]	0%	-4%
Cc1csc(=O)n1CCC(=O)OCC(=O)c1ccc(Br)cc1	0%	1%	4%
CC(=O)N1CCN(C23CC4CC(CC(C4)C2)C3)CC1	-3%	-2%	/
Cc1ccnc(NC(=O)CCC(=O)N(CC(=O)NC2CCCCC2)Cc2cccs2)c1	2%	-5%	1%
CC(C)(C)c1ccc(OC(=O)Nc2ccc(O)c(C(=O)O)c2)cc1	-7%	-14%	/
Cc1c(Cl)cnc(NC(=O)COC(=O)c2ccc([N+](=O)[O-])s2)c1Cl	20%	?	-13%
CCC(C)NC(=O)CCc1c(C)nc2c(c(C)nn2-c2ccccc2)c1C (stereo not given)	-14%	12%	/
O=C(NC1CCCCC1)C1CCC(=O)N(Cc2cccc(C(F)(F)F)c2)C1 (stereo not given)	-6%	0%	5%
Cc1ccc(NC(=O)c2ccc(Cl)c(S(=O)(=O)Nc3c(C)n(C)n(-c4ccccc4)c3=O)c2)cc1Cl	5%	-14%	0%
O=C(Nc1ccccc1)C1CC(=O)N(Cc2ccccc2)C1 (stereo not given)	4%	-10%	2%
O=C(NCCCN1CCCC1=O)c1cc(-c2ccc(F)cc2)nc2ccccc12	/	4%	1%
N=C1/C(=C/c2ccc(-c3cccc(C(=O)O)c3)o2)C(=O)N=C2SC(CC(=O)N3CCOCC3)=NN12	-8%	35µM*	8.9µM*
CC1CC(C(F)(F)F)n2ncnc2N1 (stereo not given)	4%	-1%	0%
CC(C)C(C(=O)NCC1CCCO1)N(C(=O)CNS(=O)(=O)c1ccccc1)C1CCCCC1 (stereo not given)	5%	-8%	0%[0.0935 µM]
COC/C=C/C1=CC2=CC(=O)C(C)(OC(=O)c3cnc4ccccc4n3)C(=O)C2=CN1c1ccccc1 (stereo not given)	1%[12.8 µM]	-12%	4%[21 µM]
O=C(CCC(=O)c1ccc(Oc2ccccc2)cc1)Nc1cccc(Cl)c1	-2%	0%	1%
C=CCN(C(=O)Nc1ccccc1)C1CC(=O)N(c2ccc(OC)cc2)C1=O (stereo not given)	0%	14%	3%
Cc1onc(-c2ccc(F)cc2F)c1C(=O)Nc1cccc(C(F)(F)F)c1	/	-2%	3%
COC(=O)c1cc(C#N)c(N2CCN(C)CC2)nc1C	-1%	-8%	0%
Cc1ccc2c(c1)N(CCCC(=O)NCc1cccc(F)c1)C(=O)CO2	/	0%	-3%
COC(=O)c1cc(C(=O)N2CCc3ccccc32)cc([N+](=O)[O-])c1	-11%	5%	/
O=C(Nc1ccc(F)cc1F)N1CCCC(c2nc(-c3ccc(F)cc3)no2)C1 (stereo not given)	10%	-18%	0%
COc1ccccc1NC(=O)CCSc1nnc(-c2ccc(O)cc2)o1	-3%	-1%	5%
CSc1ccccc1NC(=O)C1=CC(c2ccc3c(c2)OCO3)=NS(=O)(=O)N1C	/	-5%	3%
Cc1ccc(S(=O)(=O)/N=C2\C=C(Nc3cccc(C(=O)O)c3)C(=O)c3ccccc32)c(C)c1	?	71µM*	9%
Cc1ccc2[nH]c(O)c(N=Nc3nc4ccccc4s3)c2c1	0%	-1%	3%
Cn1c(SCC(=O)Nc2ccc(NC(=O)c3ccccc3)cc2)nnc1-c1ccncc1	3%	-9%	/
COC(=O)CN1C(=O)C(O)(CC(=O)c2ccccc2)c2ccccc21 (stereo not given)	3%	-5%	2%
Cc1cc(Br)ccc1NC(=O)CN1C(=O)C2CC=CCC2C1=O (stereo not given)	/	-8%	0%
O=C(Nc1cc([N+](=O)[O-])ccc1F)c1ccc2c(c1)OCCO2	-6%	14%	8%
c1ccc2[nH]c(NCCN3CCOCC3)nc2c1	-9%	2%	3%
Cc1onc(-c2ccccc2)c1C(=O)Nc1nnc(CC(C)(C)C)s1	-2%	-4%	1%
Cc1cccc(-n2cc[nH]c2=S)c1	4%	-4%	1%
CCCOc1ccc(C(=O)Nc2ccc(Cl)c(-c3nc4ncccc4o3)c2)cc1	/	0%	4%[2.28 µM]
COc1ccccc1NC(C)C(=O)N/N=C/c1cccs1 (stereo not given)	11%	4%	8%
NOCc1ccccc1	-1%	/	-2%
CCCc1cc(=O)[nH]c(SCC(=O)Nc2sc(C(N)=O)c(C)c2C(=O)OCCOC)n1	/	0%	4%
O=C(NCCCN1CCOCC1)c1ccc(S(=O)(=O)Nc2ccccc2F)cc1	-8%	0%	4%
CCOC(=O)N1CCC(N2Cc3cccc(C(=O)NCc4ccc(C)cc4)c3C2=O)CC1	-10%	-2%	0%
COc1ccc(CNC(=S)N/N=C(\C)c2ccc(OC)cc2)cc1	8%	-15%	11%
COc1ccccc1CN(C)CC(=O)Nc1cccc(S(=O)(=O)N2CCCC2)c1	/	16%	2%
COc1ccccc1N1C(=O)C2C3C=CC(C3)C2(C)C1=O (stereo not given)	-3%	8%	1%
Nc1nc(N2CCN(C(c3ccccc3)c3ccccc3)CC2)n[nH]1	-7%	-2%	0%
CCOc1ccc(CCNC(=O)COC(=O)CCS(=O)(=O)c2ccc(C)cc2)cc1OCC	-4%	14%	/
CCCn1c(C(=O)OC)cc2c1ccn2-c1ccc(F)cc1	-1%	-6%	4%
COc1ccccc1CCNC(=O)C(=O)NCC1OCCN1S(=O)(=O)c1ccccc1 (stereo not given)	-7%	15%	/
COc1ccc(NC(=O)NN2CCN(C)CC2)c(OC)c1	-7%	15%	5%
CCOC(=O)C1CCC(CN(Cc2ccc(OC)cc2)S(=O)(=O)c2ccc(F)c(C(=O)Nc3cc(Cl)ccc3OC)c2)CC1 (stereo not given)	/	-3%	8%
CCn1c(C)nc2cc(C(=O)NNS(=O)(=O)c3c(F)cc(F)c(Cl)c3F)ccc21	-4%	4%	-3%
CCOc1ccc(N=C/C=C/c2ccccc2)c(O)c1	-2%	-20%	1%

Carrying on.
SMILES	N370S GC	FEN1 inh	TDP1 block
COc1ccc(-c2onc(C)c2-c2cnn(-c3ccccc3)c2)c(O)c1C	3%	13%	3%
Cc1ccc(NC2=C/C(=N/S(=O)(=O)c3cccs3)c3ccccc3C2=O)cc1C	-1%	0%	5%
Cc1nccn1CC(=O)N/N=C/c1cccc(O)c1	-4%	-6%	6%
O=C(c1cccc(S(=O)(=O)N2CCOCC2)c1)N1CCN(S(=O)(=O)c2cccs2)CC1	1%	7%	3%
CC(C)(C)n1cnc2cc(NS(=O)(=O)c3ccccc3)ccc21	-2%	-5%	0%
CCc1cccc(NC(=O)c2cn3c4c(ccc(Cl)c4c2=O)OC(C)C3)c1 (stereo not given)	/	-9%	-14%
